# Pf Dd2 inh: P. falciparum Dd2 growth inhibitors, primary screen, SYBR Green fluorescence, single dose replicates; 72 h; stronger effect = lower value; activity change, % at 10 µM; hit rate 2.3% among 94,000; AID 1159554, 2015; in the data active = activity change below about -80%; inconclusive = no clear call, values can overlap the other calls
# C diff growth: C. difficile growth inhibitors, primary screen, HTS; Clostridium difficile clinical isolate growth, OD600, 24 h; stronger effect = lower value; growth activity, negative = inhibition, % at 16 µg/mL (by protocol); hit rate 0.25% among 86,000; AID 1259249, 2017;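 active = mean growth activity at or below -80% and every replicate also at or below -80%; inconclusive = mean at or below -80% but some replicate above -80%; inactive = mean growth activity above -80%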;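 note: 0% = DMSO wells and -100% = levofloxacin 16 µg/mL wells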
# Tcruzi prolif: T. cruzi intracellular proliferation inhibitors, primary screen, cell-based, beta-gal Tulahuen parasites, NIH3T3 host, luminescence. inhibition, % at 8.34 µM. hit rate 5.9% among 77,000. T. cruzi beta-gal in NIH3T3, GalScreen luminescence, 90 h;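 active = mean inhibition above about 93%, with at least 55% of replicates each passing it, limit read from the data, passing the limit was not always enough; inconclusive = only one of those two conditions holds; inactive = neither condition holds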
# GASC1 inh: inhibitors of GASC-1 (KDM4C) histone demethylase, primary screen, biochemical, single concentration HTS | hit rate 0.15% among 96,000 | GST-KDM4C 2-372, H3K9me3 peptide, LANCE TR-FRET | Lysine-specific demethylase 4C (Homo sapiens), Q9H3R0 | inhibition, % at 12.5 µM | AID 720574, 2013;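 active = mean replicate inhibition above about 25%, with at least 55% of replicates also reaching it, limit read from the data, passing the limit was not always enough; inconclusive = only one of those two conditions met; inactive = neither condition met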
# Target sequence (Q9H3R0 2-372 limits assumed): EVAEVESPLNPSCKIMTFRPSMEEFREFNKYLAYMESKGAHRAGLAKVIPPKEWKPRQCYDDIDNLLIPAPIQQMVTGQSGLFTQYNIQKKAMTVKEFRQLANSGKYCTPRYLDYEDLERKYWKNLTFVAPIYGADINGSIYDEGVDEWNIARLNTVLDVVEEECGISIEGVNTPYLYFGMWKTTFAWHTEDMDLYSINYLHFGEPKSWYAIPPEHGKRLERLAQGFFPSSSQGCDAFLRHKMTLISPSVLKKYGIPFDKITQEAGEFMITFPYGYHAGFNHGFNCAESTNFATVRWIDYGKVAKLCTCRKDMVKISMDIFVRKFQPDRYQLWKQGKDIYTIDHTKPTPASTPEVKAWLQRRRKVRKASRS
#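 Compound: one test concentration per compound; Material: GST-GASC-1 enzyme fragment 2-372; Amount: GASC-1 enzyme at 10 nM final in reaction; Also added: H3K9me3 peptide substrate, Fe(II), 2-oxoglutarate; Technique: LANCE TR-FRET; Times: 30 min demethylation and 1 h detection at room temperature.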
# An asterisk follows results filed as active; u = inconclusive; x = no result given; & = joins results of further samples.
SMILES,Pf Dd2 inh,C diff growth,Tcruzi prolif,GASC1 inh
CO[C@@H]1CN(C)C(=O)c2cc(NC(=O)C3CCC3)ccc2OC[C@H](C)N(Cc2ccncc2)C[C@H]1C,16,1,-23,2.8
CCCC(=O)Nc1ccc2c(c1)C(=O)N(C)C[C@H](OC)[C@H](C)CN(Cc1nccs1)[C@H](C)CO2,-9,x,10,2.3
C[C@H]1CCCCO[C@@H](CN(C)Cc2ccncc2)[C@@H](C)CN([C@@H](C)CO)C(=O)c2cc(NC(=O)C3CCCCC3)ccc2O1,-27,-1,71,1.5
C[C@H](CO)N1C[C@H](C)[C@H](CN(C)S(=O)(=O)c2cn(C)cn2)Oc2ccc(NS(C)(=O)=O)cc2CC1=O,49,2,-22,-0.2
C[C@H]1CN([C@@H](C)CO)C(=O)Cc2cc(NC(=O)CCC(F)(F)F)ccc2O[C@H]1CN(C)C(=O)Nc1ccc(C(F)(F)F)cc1,2,-12,34,-1.0
O=C(C[C@H]1CC[C@H]2[C@@H](COC[C@H](O)CN2S(=O)(=O)c2cccc(Cl)c2)O1)Nc1ccc(-c2ccccc2)cc1,-17,2,90,-2.9
C[C@@H]1CCCCO[C@@H](CN(C)Cc2ccc(C(=O)Nc3ccccc3N)cc2)[C@@H](C)CN([C@H](C)CO)C(=O)c2cc(NC(=O)Nc3cccc4ccccc34)ccc2O1,-71,5,x,-0.4
C[C@@H]1CN([C@H](C)CO)C(=O)c2cc(NS(=O)(=O)c3ccc(Cl)cc3)ccc2O[C@@H]1CN(C)S(C)(=O)=O,-2,0,6,0.7
CC(C)NC(=O)N(C)C[C@@H]1OCCCC[C@H](C)Oc2ccc(NC(=O)Nc3ccc(F)cc3)cc2C(=O)N([C@@H](C)CO)C[C@@H]1C,-14,2,8,-1.3
N#C[C@H]1[C@@H](c2ccc(/C=C/c3ccccc3)cc2)[C@@H](CO)N1C(=O)C1CCOCC1,27,12,43,-2.0
CCS(=O)(=O)Nc1ccc2c(c1)C(=O)N(C)[C@H]1CC[C@@H](CC(=O)N3CCCCC3)O[C@@H]1CO2,22,-3,-4,-1.0
OC[C@@H]1Nc2ccc(-c3cccc(F)c3)cc2[C@H]2[C@@H]1CCN2Cc1ccc(F)cc1,-68,4,103*,-2.1
C[C@H](O)C#Cc1cnc2c(c1)C(=O)N([C@@H](C)CO)C[C@@H](C)[C@H](CN(C)C(=O)c1ccc(F)cc1)O2,1,0,x,1.1
C[C@@H]1CN([C@H](C)CO)C(=O)c2cc(NC(=O)C3CCCCC3)ccc2O[C@@H](C)CCCCO[C@H]1CN(C)C(=O)c1ccncc1,x,-1,-2,-1.9
CCC(=O)N1CCCCN2[C@@H](CO)[C@@H](c3ccc(C#Cc4ccccc4)cc3)[C@@H]2C1,-8,8,106*,-0.8
Cc1ccc(S(=O)(=O)Nc2ccc3c(c2)CC(=O)N([C@@H](C)CO)C[C@@H](C)[C@H](CN(C)CC2CCCCC2)O3)cc1,-24,-2,56,x
Cc1ccc(S(=O)(=O)Nc2ccc3c(c2)CC(=O)N([C@H](C)CO)C[C@H](C)[C@@H](CN(C)Cc2ccccc2)O3)cc1,-8,-3,x,-0.1
C[C@@H]1CN([C@@H](C)CO)C(=O)c2cc(NC(=O)C3CC3)ccc2O[C@H]1CN(C)Cc1ccc(Cl)c(Cl)c1,-11,-4,57,0.3
CC(=O)N(C)C[C@@H]1Oc2cc(C#Cc3ccccc3F)ccc2S(=O)(=O)N([C@H](C)CO)C[C@H]1C,-44,-10,38,-0.3
C[C@@H]1CN([C@H](C)CO)C(=O)c2c(c3ccccc3n2C)-c2ccccc2CO[C@@H]1CN(C)S(=O)(=O)c1cn(C)cn1,16,-11,90,-1.6
C[C@H](NC(=O)C[C@@H]1C[C@H]2c3cc(NC(=O)CN(C)C)ccc3O[C@H]2[C@H](CO)O1)c1ccccc1,2,1,3,0.1
Cc1ccc(S(=O)(=O)N(C)C[C@H]2Oc3ccc(N(C)C)cc3C(=O)N([C@@H](C)CO)C[C@@H]2C)cc1,-28,-1&-1,x,1.5
O=C(Nc1cccc(Cl)c1)N[C@H]1CC[C@@H](CCNC(=O)C2CCCC2)O[C@@H]1CO,0,-4,x,-2.1
COc1ccc2c3c([nH]c2c1)[C@H](CO)N(C)CC31CCN(C(=O)c2ccccc2F)CC1,-30,-4,x,0.0
COCC(=O)Nc1ccc2c(c1)C(=O)N(C)C[C@@H](OC)[C@@H](C)CN(C(=O)c1cnccn1)[C@H](C)CO2,16,0,26,-0.4
CN1CCN(C(=O)C[C@H]2CC[C@H]3[C@@H](COC[C@@H](O)CN3C(=O)Nc3ccc4c(c3)OCO4)O2)CC1,18,3&-6,-12,2.7
COCC(=O)Nc1ccc2c(c1)OC[C@H](C)N(C(=O)C1CCCC1)C[C@H](C)[C@@H](OC)CN(C)C2=O,18,3,-6,0.6
CO[C@H]1CN(C)C(=O)c2cc(NC(C)=O)ccc2OC[C@@H](C)N(Cc2ccccc2C(=O)O)C[C@@H]1C,15,x,-14,11
COCC(=O)N1[C@H](CO)[C@@H](c2ccc(-c3cccc(OC)c3)cc2)C12CN(C(C)=O)C2,17,-9,x,-0.5
CC(C)CC#Cc1cnc2c(c1)C(=O)N([C@@H](C)CO)C[C@@H](C)[C@H](CN(C)Cc1cncnc1)O2,x,-6,13,1.4
COc1ccc(S(=O)(=O)N(C)C[C@@H]2OCCCC[C@H](C)Oc3ccc(NC(=O)C4CCCCC4)cc3C(=O)N([C@H](C)CO)C[C@@H]2C)cc1,-59,1,72,0.8
O=C(Cc1ccccc1)N1C[C@@H]2[C@H](c3ccccc31)[C@H](CO)N2C(=O)c1cccc(F)c1,-1,4,36,-0.8
C[C@H](NC(=O)N(C)C[C@@H]1OCc2ccccc2-c2ccccc2C(=O)N([C@@H](C)CO)C[C@H]1C)c1ccccc1,-17,0,35,-0.1
COc1ccc(NC(=O)Nc2ccc3c(c2)C(=O)N([C@@H](C)CO)C[C@H](C)[C@@H](CN(C)S(C)(=O)=O)O3)cc1,50,-3,-146,0.0
C[C@H](CO)N1C[C@H](C)[C@@H](CN(C)Cc2ccc3c(c2)OCO3)Oc2ccc(NS(C)(=O)=O)cc2CC1=O,6,-2,66,-0.5
CN1C(=O)c2cc(NC(=O)c3ccc(F)cc3)ccc2OC[C@H]2O[C@H](CC(=O)NC3CCC3)CC[C@H]21,-19,9,47,2.2

# Random excerpt: 2 compounds from above.
SMILES,Pf Dd2 inh,C diff growth,Tcruzi prolif,GASC1 inh
C[C@H](NC(=O)N(C)C[C@@H]1OCc2ccccc2-c2ccccc2C(=O)N([C@@H](C)CO)C[C@H]1C)c1ccccc1,-17,0,35,-0.1
COCC(=O)N1[C@H](CO)[C@@H](c2ccc(-c3cccc(OC)c3)cc2)C12CN(C(C)=O)C2,17,-9,x,-0.5

# Other results.
SMILES,Pf Dd2 inh,C diff growth,Tcruzi prolif,GASC1 inh
C[C@H]1CCCCO[C@H](CN(C)C(=O)Nc2ccc3c(c2)OCO3)[C@@H](C)CN([C@@H](C)CO)C(=O)c2cc(NC(=O)NC3CCCCC3)ccc2O1,-76,-13,72,-0.4
O=C(Cc1cccnc1)N[C@@H]1CC[C@H](CCn2cc(-c3ccccc3F)nn2)O[C@@H]1CO,-16,-1,-67,-0.2
CN(C)C(=O)c1cccc(-c2ccc([C@H]3[C@H]4CN(C(=O)C5CCC5)CC(=O)N4[C@H]3CO)cc2)c1,34,1,x,-1.4
C/C=C/c1cnc2c(c1)C(=O)N([C@@H](C)CO)C[C@@H](C)[C@H](CN(C)Cc1ccncc1)O2,39,1,9,0.0
C[C@@H]1CN([C@@H](C)CO)C(=O)Cc2cc(NC(=O)Nc3cccc4ccccc34)ccc2O[C@H]1CN(C)S(C)(=O)=O,-10,-3,12,0.4
COC(=O)C[C@H]1C[C@H]2c3cc(NC(=O)Nc4ccc(F)cc4)ccc3O[C@H]2[C@H](CO)O1,-6,0,5,-1.8
N#Cc1ccc(-c2ccc(C3[C@H]4CNC[C@@H]3N4C(=O)NC3CCCC3)cc2)cc1 (stereo partly drawn),-49,-2,x,-0.4
N#C[C@H]1[C@@H](c2ccc(-c3ccncc3)cc2)[C@@H](CO)N1C(=O)Cc1ccccc1,-25,7,u,-1.6
Cn1cnc(S(=O)(=O)N2C[C@@H](O)COC[C@H]3O[C@@H](CC(=O)NC4CCCC4)CC[C@@H]32)c1,-11,x,-53,-0.5
C[C@@H]1CN([C@H](C)CO)C(=O)c2cc(-c3ccc(F)cc3)cnc2O[C@H]1CN(C)C(=O)c1ccc(F)cc1,x,2&-2,20&5,0.7
C[C@@H]1CN([C@@H](C)CO)C(=O)c2cc(-c3cccc(C#N)c3)cnc2O[C@@H]1CN(C)C(=O)C1CC1,5,x,32,0.7
COc1ccc(NC(=O)N(C)C[C@H]2Oc3c(NC(=O)Nc4c(C)noc4C)cccc3C(=O)N([C@H](C)CO)C[C@H]2C)cc1,35,x,-6,0.0
C/C=C/c1ccc2c(c1)O[C@H](CN(C)C(=O)Nc1cc(F)ccc1F)[C@H](C)CN([C@H](C)CO)S2(=O)=O,-6,15,82,1.7
O=C(C[C@@H]1CC[C@H]2[C@@H](COC[C@H](O)CN2Cc2ccc(Oc3ccccc3)cc2)O1)N1CCCCC1,-14,-4,44,7.9
CN(C)C(=O)C[C@H]1C=C[C@H](NC(=O)C2CC2)[C@@H](CO)O1,x,3,x,2.2
Cc1noc(C)c1NC(=O)N1C[C@@H](O)COC[C@@H]2O[C@@H](CC(=O)NCC3CCCCC3)CC[C@H]21,-1,8,12,-0.3
CCCC#Cc1ccc([C@@H]2[C@@H](CO)N3C(=O)CN(S(=O)(=O)Cc4ccccc4)C[C@@H]23)cc1,4,11,x,-1.5
CCC(=O)N1CCCCN2[C@H](CO)[C@@H](c3ccc(-c4ccc(F)cc4)cc3)[C@@H]2C1,27,8,46,0.2
N#C[C@H]1N[C@@H](CO)[C@H]1c1ccc(C2=CCCC2)cc1,23,3,46,-2.5
CC(=O)N(C)C[C@@H]1Oc2ncc(C#Cc3ccccc3)cc2C(=O)N([C@@H](C)CO)C[C@H]1C,-2,2,74,-1.2
N#C[C@@H]1[C@@H](c2ccccc2)[C@H](CO)N1C(=O)c1ccccc1F,28,12,-7,4.9
O=C(N[C@H]1CC[C@@H](CCn2cc(C3CC3)nn2)O[C@@H]1CO)c1cccnc1,20,x,-22,0.6
CC(C)C#Cc1ccc2c(c1)O[C@@H](CN(C)C(=O)C1CC1)[C@H](C)CN([C@@H](C)CO)S2(=O)=O,-23,-4,x,-2.0
COc1ccc2c3c(n(C)c2c1)[C@H](CO)N(C(=O)C1CCCC1)CC31CCN(C(=O)c2ccncc2)CC1,-53,-5,x,-0.6
COc1ccc(NC(=O)N2CC[C@@H]3[C@H]2c2cc(-c4cccc(C(=O)N(C)C)c4)ccc2N(C)[C@H]3CO)cc1,-24,-7,13,0.9
C[C@@H]1CN([C@@H](C)CO)C(=O)Cc2cc(NS(=O)(=O)c3ccc(Cl)cc3)ccc2O[C@H]1CN(C)C(=O)Nc1ccc(F)cc1,10,-8,48,-0.3
COCC(=O)Nc1ccc2c(c1)OC[C@@H](C)N(Cc1ccccc1OC)C[C@@H](C)[C@H](OC)CN(C)C2=O,x,x,30,0.8
C[C@H]1CCCCO[C@H](CN(C)S(=O)(=O)c2cn(C)cn2)[C@@H](C)CN([C@@H](C)CO)C(=O)c2cc(NS(=O)(=O)c3cccs3)ccc2O1,17,3,30,1.0
CNC[C@@H]1Oc2ccc(NC(=O)Nc3c(C)noc3C)cc2C(=O)N([C@H](C)CO)C[C@H]1C,16,-4,-2,2.7
CC(C)NC(=O)N(C)C[C@@H]1Oc2ncc(Br)cc2C(=O)N([C@H](C)CO)C[C@@H]1C,34,1,4,x
C/C=C/c1cnc2c(c1)C(=O)N([C@@H](C)CO)C[C@@H](C)[C@H](CN(C)S(=O)(=O)c1ccc(F)cc1)O2,-25,1,60,-0.3

# Quoted from the entries so far for reference:
SMILES,Pf Dd2 inh,C diff growth,Tcruzi prolif,GASC1 inh
CO[C@@H]1CN(C)C(=O)c2cc(NC(=O)C3CCC3)ccc2OC[C@H](C)N(Cc2ccncc2)C[C@H]1C,16,1,-23,2.8
CCCC(=O)Nc1ccc2c(c1)C(=O)N(C)C[C@H](OC)[C@H](C)CN(Cc1nccs1)[C@H](C)CO2,-9,x,10,2.3
C[C@H]1CCCCO[C@@H](CN(C)Cc2ccncc2)[C@@H](C)CN([C@@H](C)CO)C(=O)c2cc(NC(=O)C3CCCCC3)ccc2O1,-27,-1,71,1.5
C[C@H](CO)N1C[C@H](C)[C@H](CN(C)S(=O)(=O)c2cn(C)cn2)Oc2ccc(NS(C)(=O)=O)cc2CC1=O,49,2,-22,-0.2

# Source: PubChem (Broad Institute)
